MmCpn inh: inhibitors of Methanococcus maripaludis chaperonin (MmCpn). purified Mm-Cpn ATPase, ADP Transcreener TR-FRET. Potency, µM (titrated, usually from 76.9 µM), without a hit: at the highest dose activity, negative = inhibition, most hits filed as inhibitors. 0.031% of 330,000 active. AID 504842; also: potency is read from the fitted curve at half-maximal effect; % is scaled to controls: 0 for no effect and ±100 for the full control effect; nearly all actives have a fitted effect of over 80% in size
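ATPase read-out: TR-FRET ADP immunoassay (anti-ADP Eu cryptate vs ADP-d2), ex 320 nm, em 590/665 nm; signal drops as ADP forms. Enzyme 25 nM, ATP 10 uM, 30 min at 37°C after 10 min compound preincubation.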
CCT modulator: cytosolic chaperonin activity modulation; purified chaperonin ATPase assay, HTRF ADP detection, 30 min; activity change, % (test concentration not listed), hits read low; 0.3% of 360,000 active; AID 651819; in the data active = activity change below about -30%; also: % is scaled to controls: 0 for no effect and ±100 for the full control effect
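TRiC at 40 or 20 nM final (batch-dependent) in 30 mM Tris pH 7.4, 100 mM KCl, 5 mM MgCl2, 1 mM DTT, with compound at single 76 uM and 10 uM ATP, 30 min at 37 deg C. ADP detected by HTRF Transcreener, 665/615 ratio.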
pAkt inh: inhibitors of Akt phosphorylation; Neuro2A IGF-stimulated pAkt S473 HTRF, 20 min; hits give low values; 0.32% of 360,000 active; activity change, % for hits at 50 µM; AID 651550; in the data active = activity change below about -80%; inconclusive = mostly about -51% to -80%; also: % is scaled to controls: 0 for no effect and ±100 for the full control effect
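Single-point screen (50 µM final compound) in Neuro2A cells stimulated 20 min with 6 nM IGF at 37 deg C. After lysis, Ser473-phosphorylated Akt read by HTRF (ex 330 nm, em 615/665 nm) as the 665/615 ratio.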
HepG2 tox: counter-screen for TGF-b inhibitors: cytotoxicity in HepG2 cells | Potency, µM (series often up to 46.1 µM), without a hit: top-dose activity change, negative = cytotoxicity, hits mostly cytotoxic | 0.76% of 410,000 active | HepG2 CAGA-GFP viability, ATP luminescence, 18 h | AID 588856; also: potency is read from the fitted curve at half-maximal effect; some results filed as inactive show a strong effect at the top dose
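HepG2 CAGA-GFP cells (1000/well, DMEM with 1% FBS) received compound, then TGF-beta at 500 pg/mL final, and were incubated 18 hours at 37 degrees C. Viability was read by CellTiter-Glo luminescence. Media-only wells were set as complete cell-killing and DMSO as no toxicity.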
Abeta yeast res: restores growth of yeast expressing A-beta42 peptide. yeast expressing A-beta42, growth rescue, OD600, 48 h; response scale: 0% DMSO, 100% iron-clioquinol control. Potency, µM (doses to about 46.1 µM), without a hit: top-dose growth rescue, usual class: activators. 0.063% of 410,000 active; also: potency is read from the fitted curve at half-maximal effect; nearly all actives have a fitted effect of over 55% in size
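Yeast growth medium received pinned compounds, then yeast cells expressing toxic A-beta were added; plates incubated at 30 C for 48 hr. Growth read as absorbance at 600 nm, normalized to DMSO and equimolar FeCl3 plus clioquinol controls.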
A549 viability: kills or reduces viability of A549 cells in Nrf2 counter-screen. A549 ARE-Fluc cells, CellTiter-Fluor viability, 18-24 h. Potency, µM (highest dose often 46 µM), for the others: at the top dose activity change, negative = cytotoxicity, actives largely listed as inhibitors. 0.16% of 390,000 active; also: potency is read from the fitted curve at half-maximal effect; % is scaled to controls: 0 for no effect and ±100 for the full control effect
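A549 ARE_Fluc cells in 5% FBS OPTI-MEM were exposed to compounds in concentration-response for 18-24 h at 37 deg C. Viability was read by CellTiter-Fluor fluorescence (Ex 405/Em 525) after 30 min, before the luciferase read.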
Nrf2 ARE act: activators of Nrf2 (ARE) signaling | AREc32 ARE-luciferase reporter (MCF7-derived line), luminescence, 24 h | Potency, µM (doses to about 46.1 µM), for the others: top-dose activation, hits mostly activators | 0.31% of 410,000 active | AID 624171; also: potency is read from the fitted curve at half-maximal effect; % of control where 0% means no effect; nearly all actives have a fitted effect of over 65% in size
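Steps: seed AREc32_Fluc cells (1000/well, 5% FBS OPTI-MEM); incubate overnight at 37 deg C; add 23 nL compound; incubate 24 hr; add Steady-Glo; hold 30 min RT; read luminescence.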
TGFb SMAD3 inh: TGF-b pathway inhibition; HepG2 CAGA-GFP TGF-b/SMAD3 reporter, GFP fluorescence, 18 h; TGF-beta stimulated, 500 pg/mL final; Potency, µM (top dose mostly 46.1 µM), without a hit: at the top dose activity, negative = inhibition, actives largely listed as inhibitors; 1.2% of 410,000 active; also: potency is read from the fitted curve at half-maximal effect; % is scaled to controls: 0 for no effect and ±100 for the full control effect; nearly all actives have a fitted effect of over 65% in size
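HEPG2 CAGA-GFP, 1000 cells/well; 2 h settle, 37 C; cpd via pin tool; TGF-b 500 pg/mL final; 18 h, 37 C; GFP imaging ex488/em500-530; %Activity normalised to -TGF-b and +DMSO controls; CRC fit, curve class.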
Nrf2 block: inhibitors of Nrf2 signaling | A549 ARE-Fluc reporter, luciferase luminescence, 18-24 h | Potency, µM (series often up to 46 µM), for inactives: at the highest dose activity change, negative = inhibition, most hits filed as inhibitors | 2.1% of 360,000 active | AID 504444; also: potency is read from the fitted curve at half-maximal effect; % is scaled to controls: 0 for no effect and ±100 for the full control effect; nearly all actives have a fitted effect of over 60% in size
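Nrf2 function is reported as luminescence of an ARE-controlled luciferase in A549 cells. Compounds were tested at several concentrations, and a CellTiter-Fluor read on the same wells flagged cytotoxicity.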
An asterisk follows results filed as active; i = inactive; ? = inconclusive; . = no result given. Unless noted, calls follow the shape of the dose curve; as a rule, active = well fitted curve in the direction sought with a large enough effect; inconclusive = small, poorly fitted or top-dose-only effect, or another doubt; inactive = no such curve, though single readings can be large; an effect the other way counts as inactive or inconclusive.

SMILES | MmCpn inh | CCT modulator | pAkt inh | HepG2 tox | Abeta yeast res | A549 viability | Nrf2 ARE act | TGFb SMAD3 inh | Nrf2 block
COc1ccc(S(=O)(=O)NCc2ccc(C(=O)N3CCN(Cc4ccccc4)CC3)cc2)cc1 | 0% | -3.0 | i | -15% | 5% | 3% | -0.2% | ? | ?
O=C(CSc1ccccc1)N1CCN(c2ccc(F)cc2)CC1 | . | 0.0 | i | 2% | -6% | 4% | 0.4% | 5% | 11%
COc1ccccc1C(=O)NC(=O)CSc1nnc(SC)s1 | 0% | -0.6 | i | 4% | 1% | -4% | -0.2% | -11% | 11%
S=C(c1ccc(-c2ccc(Cl)cc2Cl)o1)N1CCCC1 | -5% | -1.0 | i | 28% | -1% | 0% | 3.3% | 12% | 4%
Cc1cc(Cl)ccc1OCCCC(=O)NCc1ccccn1 | 0% | -1.4 | i | 9% | 8% | -1% | 2.6% | -2% | -23%
CCOC(=O)c1c(C)c(C(=O)NCCc2ccc(OC)cc2)c(C)n1CC | . | . | . | -19% | 2% | 3% | 0.1% | -28% | -2%
COc1ccc(CCNC(=O)COC(=O)Cn2cnc3ccccc32)cc1OC | -6% | -0.3 | i | 15% | -4% | 7% | -0.1% | -10% | 6%
O=C(Cn1cnnn1)NC1CCCN(Cc2ccccc2F)C1 (stereo not given) | 2% | 1.0 | i | -4% | 6% | 1% | -1.6% | 3% | 9%
Cc1ccc(CN2CCN(Cc3ccc4cccc(F)c4n3)CC2CCO)cc1 (stereo not given) | -4% | 1.0 | i | -1% | 6% | 0% | 0.3% | 3% | -1%
CCC(C)[C@H](NC(=O)N1c2ccccc2NC(=O)[C@@H]1C(C)C)C(=O)N[C@@H](Cc1ccccc1)C(=O)O (stereo not given in full) | 0% | 1.2 | i | 4% | -5% | 5% | 1.7% | 0% | 9%
c1csc(-c2cc(N3CCCCC3)c3ccccc3n2)c1 | -13% | 1.3 | i | -13% | 36% | 0% | 0.1% | -1% | -18%
O=C(Cc1ccc(Cl)cc1Cl)Nc1ccncc1Cl | -5% | -5.3 | i | -9% | -28% | 2% | 0.3% | -2% | 9.2µM*
N#Cc1cccnc1Oc1ccccc1 | 6% | -1.5 | i | -39% | 9% | 0% | 0.0% | 13% | -4%
CC(=O)c1cc2c(cc1NC(=O)Cc1ccsc1)OCO2 | 0% | -3.3 | i | -6% | 5% | 0% | 0.6% | 1% | 2%
O=C(COc1ccc2c3c(c(=O)oc2c1)CCCC3)NCCCN1CCCC1=O | 2% | -1.3 | i | 10% | 5% | -1% | 0.4% | 3% | ?
CCCCN(C)C(=O)c1oc2ccc(S(=O)(=O)N3CCCCCC3)cc2c1C | -3% | 1.7 | i | -47% | -7% | -13% | 2.7% | ? | 16µM*
CCc1cc(CNC(=O)CCc2nnc(CCCc3ccccc3)o2)on1 | 2% | 0.9 | i | 10% | 4% | 8% | 9.0% | 3% | ?
CCc1nnc(NC(=O)C2Cc3ccccc3CN2S(=O)(=O)c2ccc(C)cc2)s1 (stereo not given) | -1% | -3.0 | i | -32% | 10% | -4% | 4.5% | 14% | 1%
CC(NC(=O)C1CCN(Cc2ccc(Oc3ccccc3)cc2)CC1)c1cccc2ccccc12 (stereo not given) | . | 0.0 | i | -56% | -12% | . | -1.1% | ? | .
COc1ccc(C2=Nc3ccccc3NC(=O)C2N(Cc2ccc(F)cc2)C(=O)c2ccco2)cc1 (stereo not given) | . | 0.8 | i | -31% | -4% | . | 15% | ? | .
O=C(CSc1cc(Cl)ccc1Cl)NC1CC1 | 0% | 0.9 | i | -7% | -20% | 3% | -1.2% | 10% | ?
O=C(CCCCn1c(=O)c2ccccc2n(CC(=O)Nc2cccc(C(F)(F)F)c2)c1=O)NCc1ccc2c(c1)OCO2 | . | . | . | -36% | 3% | -10% | -0.8% | -21% | -14%
CC/C(O)=C(\C#N)c1nnc2n1CCCCC2 | -1% | 0.0 | i | 6% | 9% | 12% | 0.1% | 16% | .
CC1N=C2c3ccccc3N=C(SCC(=O)NCCc3ccccc3)N2C1=O (stereo not given) | . | . | . | -4% | 1% | 0% | 0.5% | 4% | .
O=[N+]([O-])c1cccc(-c2nnnn2-c2cccc(F)c2)c1 | . | 0.4 | i | 7% | 4% | -9% | -0.3% | 10% | -6%
O=C(Cn1cc(SCc2cccc(F)c2)c2ccccc21)N1CCCC1 | . | . | . | -31% | ? | -1% | 3.8% | ? | ?
COc1ccc(NC(=O)CSc2nnnn2C2CC2)cc1S(=O)(=O)N1CCOCC1 | 2% | 0.8 | i | 5% | 3% | 1% | -1.1% | 11% | -27%
COc1ccccc1NC(=O)CSc1nc(-c2ccc(C(C)(C)C)cc2)c(C#N)c(=O)[nH]1 | . | . | . | -94% | -16% | 1% | 0.1% | . | -1%
COc1ccc(C(C)=NNc2ccc([N+](=O)[O-])cc2S(=O)(=O)Nc2ccccc2C(=O)O)c(OC)c1 | -3% | 0.1 | i | -10% | -7% | -15% | 0.6% | ? | -4%
COc1ccc(OC)c(S(=O)(=O)N2CCN(CC(O)CN3CCOCC3)CC2)c1 (stereo not given) | 2% | -0.4 | i | 20% | 3% | -4% | -0.1% | 21% | -16%
COc1ccc(N=C2S/C(=C\c3ccco3)C(=O)N2CC(C)C)cc1 | 2% | -0.4 | i | -17% | 2% | -4% | 4.5% | -3% | 3%
C/C(=N\NC(=O)c1cccnc1)c1ccc(-n2ccnc2)cc1 | -6% | -0.3 | i | -14% | 2% | 4% | 3.5% | 7% | 1%
COCCn1nnnc1CN1CCN(c2cccc(C(F)(F)F)c2)CC1 | -2% | -0.9 | i | 13% | -6% | -7% | 0.8% | 0% | 24%
N#C/C(=C\c1ccc(-c2ccc([N+](=O)[O-])cc2Br)o1)C(=O)N1CCN(c2ccccc2)CC1 | -1% | -4.5 | i | -26% | -5% | -15% | 0.0% | 6% | 5%
COc1ccc(C2C3=C(CC(C)(C)CC3=O)Oc3ncn(CCO)c(=N)c32)cc1OC (stereo not given) | 1% | -0.9 | i | 6% | 7% | 8% | 0.0% | -11% | 0%
CC1(C)CC2=C(CO1)C(=S)NC(c1ccccc1)N2CC1CCCO1 (stereo not given) | -2% | -2.9 | i | 50% | 7% | -1% | -0.4% | 12% | -10%
CC(=O)c1ccc(S(=O)(=O)Oc2ccc(C(=O)O)cc2Cl)cc1 | 0% | -0.5 | i | 4% | -5% | -2% | -0.1% | -5% | 0%
Cn1ncc2c1ncn1nc(COc3ccc4ccccc4c3)nc21 | ? | 1.0 | i | 6% | 7% | -1% | -1.1% | 4% | 2%
COc1ccc(CNC(=O)C[C@H]2C[C@H](C(=O)N3CCCCC3)[C@@]3(C)c4[nH]c5cc(-c6ccco6)ccc5c4CCN3C2=O)cc1OC | ? | 1.1 | i | -4% | 6% | -4% | 15% | ? | -16%
CCOC(=O)C1CCN(CC(C)(C)NS(=O)(=O)c2ccc(C)cc2)CC1 | -2% | 0.0 | i | 3% | -18% | 1% | 0.0% | 17% | -2%
O=C(NCC1CC1)c1cc([N+](=O)[O-])cc([N+](=O)[O-])c1 | 1% | -0.3 | i | 6% | -16% | -7% | -0.9% | 3% | -3%
Nc1ccn([C@H]2CS[C@@H](CO)O2)c(=O)n1 | -1% | 0.0 | . | -2% | -1% | -1% | -0.7% | -3% | -16%
Cc1ccc(NC(=O)CCC(=O)NNC(=O)/C=C/C(=O)O)c(C)c1 | 0% | -0.1 | i | 10% | 30% | 0% | -0.7% | -17% | 15%
COc1cc(NC(=O)CCc2c(C)nc3c(c(C)nn3-c3ccccc3)c2C)cc(OC)c1OC | . | . | . | 1% | 6% | -11% | -1.0% | 10% | -3%
O=C(Nc1ccccc1)c1ccc(NCC2CCCO2)c(S(=O)(=O)N2CCOCC2)c1 (stereo not given) | 3% | -1.7 | i | -16% | 8% | -7% | 1.5% | -3% | 6%
CCOc1ccccc1NC(=O)COC(=O)CCOc1cc(C)ccc1C | 2% | 2.3 | i | 9% | 6% | 0% | -0.9% | 4% | 10%
Cc1noc(C)c1NC(=O)Nc1ccc2c(c1)C(=O)N([C@H](C)CO)C[C@H](C)[C@@H](CN(C)S(=O)(=O)c1ccc(Cl)cc1)OCCCC[C@@H](C)O2 | . | 1.8 | i | 1% | -2% | . | 0.1% | 21% | .
CCCC(NC(=O)c1c(C)noc1C)C12CC3CC(CC(C3)C1)C2 (stereo not given) | -3% | 0.0 | i | -6% | 4% | -2% | 0.1% | 8% | 6%
CC(NC(=O)C12CC3CC(C)(CC(C)(C3)C1)C2)c1ccncc1 (stereo not given) | -8% | 0.2 | i | -19% | 4% | 1% | 0.1% | -5% | -3%

Reprinted at random: 3 compounds from above
SMILES | MmCpn inh | CCT modulator | pAkt inh | HepG2 tox | Abeta yeast res | A549 viability | Nrf2 ARE act | TGFb SMAD3 inh | Nrf2 block
CC(NC(=O)C12CC3CC(C)(CC(C)(C3)C1)C2)c1ccncc1 (stereo not given) | -8% | 0.2 | i | -19% | 4% | 1% | 0.1% | -5% | -3%
Cn1ncc2c1ncn1nc(COc3ccc4ccccc4c3)nc21 | ? | 1.0 | i | 6% | 7% | -1% | -1.1% | 4% | 2%
CCCC(NC(=O)c1c(C)noc1C)C12CC3CC(CC(C3)C1)C2 (stereo not given) | -3% | 0.0 | i | -6% | 4% | -2% | 0.1% | 8% | 6%
